Compound activity deposited in PubChem by Broad Institute.
FN deposit inh: fibronectin deposition inhibition; AH1F fibroblasts, Alexa488-fibronectin deposition fluorescence, overnight; inhibition, % at 12.6 µM; 0.086% of 350,000 active; AID 743247;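 active = mean inhibition across replicates of 30% or more, regardless of how many single replicates reach that level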;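 note: positive control wells lacked labelled fibronectin entirely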
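Assay system: AH1F fibroblasts / Quantity: 10000 cells per well / Medium: DMEM plus 2% serum, read in PBS / Reagent: labelled fibronectin 24 nM / Dosing: single dose, pinned / Times: 1 h cell attachment, overnight exposure to compound and label / Signal: fluorescence, ex 485 nm, em 525 nm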
Cneo AK release: causes C. neoformans cell lysis; adenylate kinase release luminescence, 4 h; normalised: neutral wells 0, clomiphene wells 100; lysis activity, % at 15 µM; 0.2% of 360,000 active; AID 651654;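 active = mean lysis activity across replicates of at least 80%, whatever share of replicates individually reach that level; inactive = mean lysis activity below 80%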
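read-out = cell lysis signal | test system = log-phase Cryptococcus neoformans yeast cells | input = cells at 5 × 10^6 per mL | medium = fresh YPD growth medium | signal = luminescent adenylate kinase detection reagent | timing = 4 h at 37 °C static, read 1 h later | dosing = single dose | controls = Clomiphene as positive lysis control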
Casp6 inh: inhibitors of human caspase-6; P55212; purified caspase-6, Z-VEID-R110 cleavage fluorescence; inhibition, % at 12.5 µM; AID 686996; 0.53% of 350,000 active;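 active = mean inhibition across replicates at least about 35%, with every replicate also reaching that limit, limit read from the data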;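 note: 0% = median of neutral control wells and 100% = no fluorescence left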
Target sequence (P55212 24-179 limits assumed): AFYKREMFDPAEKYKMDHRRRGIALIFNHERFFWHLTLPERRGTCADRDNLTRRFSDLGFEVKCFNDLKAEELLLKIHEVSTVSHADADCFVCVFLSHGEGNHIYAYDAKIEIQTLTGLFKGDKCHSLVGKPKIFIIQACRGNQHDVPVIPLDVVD
Target sequence (P55212 194-293 limits assumed): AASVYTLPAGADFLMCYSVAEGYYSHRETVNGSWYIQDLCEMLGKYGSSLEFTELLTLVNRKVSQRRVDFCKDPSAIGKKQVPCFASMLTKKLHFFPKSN
EWS-Fli inh: EWS/Fli transcriptional activity inhibition; A673 NR0B1-luciferase reporter, viability-normalised; inhibition, % at 12.6 µM; 0.67% of 350,000 active; AID 651661;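 active = mean inhibition of at least 50% after viability correction, with every replicate also passing that limit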;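 note: firefly luciferase signal divided by Alamar Blue viability fluorescence both relative to DMSO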
LGR2 antag: inhibitors of bursicon-induced Drosophila LGR2 receptor cAMP signaling; AID 720647; inhibition, % at 9.99 µM; HEK293 LGR2, CRE-luciferase, bursicon-stimulated, 4 h; 0.35% of 380,000 active;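 active = drop in luminescence signal, shown as inhibition above about 50% in the replicate tests, limit read from the data, passing the limit was not always enough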;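 note: agonist challenge used bursicon conditioned medium at about half maximal strength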
PAX8 reporter: inhibitors of PAX8 transcriptional activity in RMG-I cells; 1.2% of 360,000 active; RMG-I TPO-luciferase reporter, SteadyGlo, 24 h; inhibition, % at 12.6 µM;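 active = mean replicate inhibition at least 60% with every replicate also reaching 60%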;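 note: luciferase light reporting Pax8 driven TPO promoter activity; plate controls were median of neutral control wells for no effect and mitoxantrone controls for full effect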
miR122 inh: inhibitors of miR-122 in Huh7 cells; 0.3% of 340,000 active; Huh7 miR-122 Renilla luciferase sensor, 48 h; neutral wells = 0, positive control = 100; AID 602342; activation (reporter increase), % at 12.5 µM;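 active = mean replicate activation score at least 90 and every replicate individually at or above 90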;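 note: higher luciferase means less miR-122 activity so hits act as miR-122 inhibitors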
PGC1a acetyl inh: PGC1a acetylation modulation, inhibitor mode. U2OS PGC1a acetylation, AlphaScreen anti-acetyl-lysine; with virally co-expressed GCN5 acetyltransferase. 0.17% of 350,000 active. inhibition, % at 15.6 µM;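 active = every replicate shows inhibition of at least 40%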;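 note: 0% = neutral control wells and 100% = positive control wells; some results beyond the cut were filed as inactive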
* hit, by the source's call; nt = not tested or not shown; & = joins results of further samples; [ ] = dose if it differs, or a comment.

SMILES	FN deposit inh	Cneo AK release	Casp6 inh	EWS-Fli inh	LGR2 antag	PAX8 reporter	miR122 inh	PGC1a acetyl inh
CCOC(=O)c1[nH]c2ccc(Br)cc2c1NC(=O)CCN1CCN(C(=O)OCC)CC1	-4	-3	nt	nt	nt	18	-8	-22
CCOc1ccc(CCNC(=O)Cc2ccc(S(=O)(=O)N3CCOCC3)s2)cc1OCC	-3	-2	0	3	5	-6	-4	-9
CCC1C(=O)Nc2nc(-c3ccccc3)c(-c3ccccc3)n2N=C1C (centres undefined)	nt	0	nt	nt	17	nt	1	0
O=C(O)CCN1C(=O)c2ccc(Oc3ccc4c(c3)C(=O)N(CCC(=O)O)C4=O)cc2C1=O	0	4	nt	nt	nt	nt	-22	-6
CN(C)C(=O)c1ccc(-n2nc(C(F)(F)F)c3c2CCCC3)cc1	nt	1	nt	nt	2	nt	9	-5
COC(=O)c1cccc(NC(=S)N2CCCCC2)c1	7	8	3	-3	nt	13	-1	3
Cc1cc(C)c(S(=O)(=O)N2CCCCC2CCNC(=O)C(=O)NCc2cccnc2)c(C)c1 (centres undefined)	-2	-1	-4	-5	-24	25	0	-14
COC(=O)Nc1ccc(S(=O)(=O)N2CCCC(C(=O)N3CC(C)OC(C)C3)C2)cc1 (centres undefined)	2	0	-3	9	3	10	-7	nt
CC(NC(=O)Cc1ccccc1)C1COc2ccccc2O1 (centres undefined)	9	-1	10	2	-1	8	-7	nt
COc1ccc(NC(=O)C(C)Sc2nnc(C3CC3)n2C2CC2)cc1 (centres undefined)	-4	0	2	0	-6	-6	5	4
CC(C)C1(C2CCCC2)NC(=O)NC1=O (centres undefined)	3	0	-2	5	19	3	-6	nt
CSc1ccc(/C=N/NC(=O)COc2ccc(Br)cc2Cl)cc1	1	nt	-1	4	33	12	nt	nt
CC(C)NC(=O)N(C)C[C@@H]1Oc2ccc(NC(=O)C3CCCCC3)cc2CC(=O)N([C@@H](C)CO)C[C@H]1C	nt	-7	0	3	-3	11	7[16.7 µM]	nt
COc1ccc(-n2cc(CN[C@H]3CCCCNC3=O)c(-c3cccc(F)c3)n2)cc1	3	-5	1	-16	-13	-1	-7	4
Cc1ccc(NC(=O)c2nc[nH]c2C(=O)NCCCNC(=O)c2[nH]cnc2C(=O)Nc2ccc(C)cc2)cc1	nt	-1	-3	nt	3	nt	-6	8
CC(OC(=O)c1ccc(S(=O)(=O)NCc2ccco2)cc1)C(=O)Nc1ccccc1 (centres undefined)	1	nt	1	6	6	-10	nt	nt
CC(C)NC(=O)c1cc(C2CCCCN2C(=O)c2ccccc2)on1 (centres undefined)	2	0	nt	-3	-8	-5	-5	10
COc1ccc(NC(=O)CN(C)C(=O)c2cc(-c3ccco3)nc3ccccc23)cc1	0	-2	29	-1	-14	22	-4	nt
COc1ccc(NC(=O)N[C@@H]2C=C[C@@H](CC(=O)NCc3ccccn3)O[C@H]2CO)cc1	0	0	2	0	20	-9	nt	6
O=C(CNC(=O)c1cccc(-n2cccc2)c1)Nc1ccccc1Br	-2	1	0	-6	-5	-1	-2	4
COc1ccc(C2NCCCC2c2ccccc2)cc1 (centres undefined)	4	nt	1	-1	3	-8	nt	nt
O=C(NC1CC1)c1ccc(CS(=O)(=O)c2c(Cl)cccc2Cl)o1	-15	1	2	-8	-12	-3	-11	14
O=C(O)c1cccc(S(=O)(=O)Nc2ccc([N+](=O)[O-])cc2O)c1	1	0	0	0	3	-12	2	9
COc1ccc(OC)c(NC(=O)C2CC(=O)N(Cc3ccco3)C2)c1 (centres undefined)	-2	-1	-1	-2	18	5	-4	7
CO[C@@H]1CN(C)C(=O)c2cc(NC(=O)C3CCOCC3)ccc2OC[C@@H](C)N(CC2CCCCC2)C[C@H]1C	8	0	-1	-9	-4	-19	nt	4

Pulled by structure from the entries so far, 7 records:
SMILES	FN deposit inh	Cneo AK release	Casp6 inh	EWS-Fli inh	LGR2 antag	PAX8 reporter	miR122 inh	PGC1a acetyl inh
COc1ccc(C2NCCCC2c2ccccc2)cc1 (centres undefined)	4	nt	1	-1	3	-8	nt	nt
COc1ccc(NC(=O)C(C)Sc2nnc(C3CC3)n2C2CC2)cc1 (centres undefined)	-4	0	2	0	-6	-6	5	4
CCOC(=O)c1[nH]c2ccc(Br)cc2c1NC(=O)CCN1CCN(C(=O)OCC)CC1	-4	-3	nt	nt	nt	18	-8	-22
CN(C)C(=O)c1ccc(-n2nc(C(F)(F)F)c3c2CCCC3)cc1	nt	1	nt	nt	2	nt	9	-5
O=C(NC1CC1)c1ccc(CS(=O)(=O)c2c(Cl)cccc2Cl)o1	-15	1	2	-8	-12	-3	-11	14
COc1ccc(NC(=O)N[C@@H]2C=C[C@@H](CC(=O)NCc3ccccn3)O[C@H]2CO)cc1	0	0	2	0	20	-9	nt	6
CC(OC(=O)c1ccc(S(=O)(=O)NCc2ccco2)cc1)C(=O)Nc1ccccc1 (centres undefined)	1	nt	1	6	6	-10	nt	nt

Reformatted with bars between the fields: entries from further up.
SMILES | FN deposit inh | Cneo AK release | Casp6 inh | EWS-Fli inh | LGR2 antag | PAX8 reporter | miR122 inh | PGC1a acetyl inh
CC(C)NC(=O)c1cc(C2CCCCN2C(=O)c2ccccc2)on1 (centres undefined) | 2 | 0 | nt | -3 | -8 | -5 | -5 | 10
COc1ccc(NC(=O)CN(C)C(=O)c2cc(-c3ccco3)nc3ccccc23)cc1 | 0 | -2 | 29 | -1 | -14 | 22 | -4 | nt
COc1ccc(NC(=O)N[C@@H]2C=C[C@@H](CC(=O)NCc3ccccn3)O[C@H]2CO)cc1 | 0 | 0 | 2 | 0 | 20 | -9 | nt | 6
O=C(CNC(=O)c1cccc(-n2cccc2)c1)Nc1ccccc1Br | -2 | 1 | 0 | -6 | -5 | -1 | -2 | 4
COc1ccc(C2NCCCC2c2ccccc2)cc1 (centres undefined) | 4 | nt | 1 | -1 | 3 | -8 | nt | nt

Other records
SMILES	FN deposit inh	Cneo AK release	Casp6 inh	EWS-Fli inh	LGR2 antag	PAX8 reporter	miR122 inh	PGC1a acetyl inh
COc1ccc(S(=O)(=O)Nc2ccc3c(c2)CC(=O)N([C@@H](C)CO)C[C@H](C)[C@@H](CN(C)S(=O)(=O)c2ccc(F)cc2)O3)cc1	-22	1	-12	-1	-12&34	-8	-1	-4
O=C(Nc1cccc([N+](=O)[O-])c1)C1COc2ccccc2O1 (centres undefined)	5	1	2	-13	nt	-24	-5	nt
O=C(Nc1cccc(F)c1)N1CCCCN2[C@@H](CO)[C@@H](c3ccc(-c4ccccc4F)cc3)[C@@H]2C1	nt	14	0	43	12	114*	3[16.7 µM]	-8
O=C(Nc1ccc(Cl)cc1)N1CCSc2ccccc21	-4	1	nt	nt	nt	-9	10	12
CCCNS(=O)(=O)c1ccc(CCC(=O)N2CCN(CC)CC2)cc1	nt	-3	0	3	-6	nt	5	0
O=C(CNC(=O)c1cc2c(s1)CCC2)Nc1ccccc1Br	5	2	nt	nt	nt	nt	-2	-2
CSc1ncccc1C(=O)N1CCCC(N2CCN(c3ccccc3F)CC2)C1 (centres undefined)	-2	0	1	nt	12	10	-2	-1
